Screens from PubChem.
MgcRacGAP inhibition: MgcRacGAP GTPase-activating activity inhibitors, confirmation, biochemical, ADP Hunter fluorescence. AID 624330, 2012. Rac GTPase-activating protein 1 (Homo sapiens). inhibition, % at 30 µM; hits with a dose series show IC50 in µM. MgcRacGAP-stimulated Rac1 GTP hydrolysis, ADP Hunter fluorescence; higher % means a stronger effect; GST-tagged Rac1 F28L mutant substrate. actives 0.6% (n = 340,000);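 active = first-screen hits whose inhibition reached a set limit at any dose in the follow-up dose series; inconclusive = inhibition above the set first-screen limit but never retested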;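 note: fluorescence reports GDP produced by GAP-driven GTP hydrolysis; strong numbers were not always called active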
* = called active by the depositor; ? = inconclusive. The list is partial; rates above refer to the full screens.

SMILES	MgcRacGAP inhibition
C#CCN(C[C@H]1[C@H](OC(=O)NCc2ccccc2)[C@H](OC(=O)NCc2ccccc2)C[C@@H](C(=O)OC)[C@H]1C(=O)OC)S(=O)(=O)c1ccc(C)cc1	9%
O=C(CSc1nccc(=O)[nH]1)NC1CCCCCCC1	7%
CCc1ccccc1OCC(=O)OCC(=O)Nc1cc(C)on1	0%
CC(C)Cc1nnc(NC(=O)c2ccc(S(=O)(=O)N3CCCC3)cc2)s1	1%
CN(c1ccc(-c2csc(NC(=O)C3CC(=O)N(Cc4ccco4)C3)n2)cc1)S(C)(=O)=O (centres undefined)	6%
CCCCN(C(=O)c1cc2ccccc2o1)c1c(N)n(CCCC)c(=O)[nH]c1=O	14%
CCOc1ccc(NC(=O)CN(C)C(=O)c2cccc(S(=O)(=O)N3CCN(C)CC3)c2)cc1OCC	1%
CCn1c2ccccc2c2cc(/C=C(/C#N)C(N)=S)ccc21	22%
COc1ccc(C(C#N)CC(=O)c2ccc3c(c2)OCO3)cc1OC (centres undefined)	2%
NC(=O)C1(Nc2ccc(-c3ccc(Cl)cc3)cc2)CCCC1	-3%
CS(=O)(=O)c1cccc(-c2csc(N3CCC(C(N)=O)CC3)n2)c1	-3%
COc1ccccc1NC(=O)COc1ccc(C(=O)NCc2ccccc2)cc1OC	5%
O=C(NCc1cccnc1)C1C2C=CC(C2)C1C(=O)Nc1cccc(C(F)(F)F)c1 (centres undefined)	6%
Cc1ccc(Cn2nc(C)c(C(=O)N3CCN(S(=O)(=O)/C=C/c4ccccc4)CC3)c2C)cc1	2%
CC(O)C(NS(=O)(=O)c1ccc(Cl)cc1)C(=O)OCCOc1ccc(F)cc1 (centres undefined)	9%
CCN(C[C@H]1N[C@@](Cc2ccccc2)(C(=O)OC)[C@H]2C(=O)N(C)C(=O)[C@@H]12)C(=O)COc1ccccc1	5%
NC(=O)C1=C(N=C2CCCCC2)CCCC1	-4%
O=C(COC(=O)/C=C/c1cccc(Br)c1)NC1CCCC1	-8%
Cc1ccc(S(=O)(=O)N2CCCCC2)cc1NC(=O)CSc1ncccn1	3%
CCCCN(C(=O)C1CC(=O)N(c2ccc3c(c2)OCCO3)C1)c1c(N)n(CCC)c(=O)[nH]c1=O (centres undefined)	-1%
CCC(C)c1ccc(S(=O)(=O)N2CCN(CC(O)COCC3CCCO3)CC2)cc1 (centres undefined)	?
CCN(C[C@H]1N[C@@](CC)(C(=O)OC)[C@H]2C(=O)N(C)C(=O)[C@@H]12)C(=O)COc1ccccc1	5%
COc1cccc(NC(=O)CN(C)C(=O)Cc2cccc3ccccc23)c1	5%
CC(=O)NC1CCC(OC(=O)Nc2ccccc2)CC1 (centres undefined)	5%
COc1ccc(C(=O)c2ccccc2CN2C(=O)c3ccccc3C2=O)cc1	-3%
CCOC(=O)c1sc(=S)[nH]c1C	50µM*
O=C1C(=Cc2ccncc2)CCCc2ccccc21	3%
CCC(C)n1c(SCC(=O)NC2CC2)nc2ccccc2c1=O (centres undefined)	4%
COCc1cc(=O)n2[nH]c(C)c(-c3ccc(Cl)cc3)c2n1	14%
COc1ccccc1N(CC(=O)Nc1ccc(Br)cc1F)S(=O)(=O)c1cccs1	12%
CC(C)C[C@@H](CNCC(=O)[C@H](CC(=O)O)NC(=O)c1[nH]cnc1C(=O)N[C@H](CN)CC(C)C)NC(=O)c1nc[nH]c1C(=O)N[C@@H](C)C(=O)O	4%
C[C@@H]1CN([C@@H](C)CO)C(=O)CCCn2nncc2CO[C@H]1CN(C)C	14%
CC(=O)Nc1ccc(S(=O)(=O)NCCC(=O)NC(C)c2cccs2)cc1 (centres undefined)	1%
COc1ccc(C2(c3ccc(OC)cc3)NC(=O)N(CC(=O)N(C)C3CCC(C)CC3)C2=O)cc1 (centres undefined)	6%
Cc1csc(NC(=O)c2cc3ccccc3o2)n1	6%
CN(CC(=O)N/N=C/c1ccc(F)cc1)S(=O)(=O)c1ccccc1	16%
O=C(NCc1ccncc1)c1ccc(NS(=O)(=O)c2ccc(F)cc2)cc1	10%
O=C(COC(=O)c1cc(S(=O)(=O)N2CCCC2)ccc1O)NCCc1ccccc1	7%
Cc1ccc(C)c(S(=O)(=O)N2CCN(C(=O)c3n[nH]c(=O)c4ccccc34)CC2)c1	0%
COc1ccc(-c2c(-c3cc(OC)cc(OC)c3)n(C)c3ccc(-c4ccc(OC)c(F)c4)cc23)cc1	6%
CN(CC(=O)NCC(=O)Nc1ccc(F)cc1)C1CCS(=O)(=O)C1 (centres undefined)	4%
Cc1cc(C)c2c(=O)[nH][nH]c2n1	3%
COc1ccc(CCN2CC(C(=O)OC(C)C(=O)Nc3ccc(NC(C)=O)cc3)CC2=O)cc1OC (centres undefined)	8%
CNC[C@H]1Oc2ccc(NC(=O)C3CCCCC3)cc2CC(=O)N([C@H](C)CO)C[C@@H]1C	2%
COc1cccc(-c2ccc3ncnc(NCc4cc(C)cs4)c3c2)c1	7%
CCOc1ccc(OCCCC(=O)ON=C(N)c2ccccc2Cl)cc1	9%
O=C(COC(=O)c1ccco1)Nc1cccc(S(=O)(=O)N2CCCCC2)c1	0%
CCC1NC(=O)c2cc3ccccc3cc2-n2c1nc1ccc(F)cc1c2=O (centres undefined)	15%
O=C(COc1ccc([N+](=O)[O-])cc1)Nc1ccc2c(c1)CCC2	3%
O=C(CN1CCN(C(=O)c2ccccc2)CC1)NC(=O)NCCC1=CCCCC1	-16%
Later entries.
SMILES	MgcRacGAP inhibition
Cc1ccc(NS(=O)(=O)c2cccc(C(=O)NC3CCN(Cc4ccccc4)CC3)c2)cc1	2%
C[C@H]1CN([C@@H](C)CO)C(=O)Cc2cc(NS(C)(=O)=O)ccc2O[C@@H]1CN(C)Cc1ccc(Cl)c(Cl)c1	7%
COc1ccccc1NS(=O)(=O)c1cccc(C(=O)N/N=C(\C)c2ccncc2)c1	10%
COc1ccc2c(c1)CSC(c1ccccc1)C2=O (centres undefined)	6%
CC(=O)N1CCN(CC(O)COc2ccc(S(=O)(=O)N3CCOCC3)cc2)CC1 (centres undefined)	-2%
COc1ccc(C(=O)N2CCOC2CNC(=O)C(=O)NCc2ccc(C)cc2)cc1 (centres undefined)	6%
Clc1ccc2nc3ccccc3cc2c1	3%
CCc1ccc(NC(=O)c2cc(S(=O)(=O)N3CCCC3)ccc2F)cc1	-23%
Cc1cccc(C)c1NC(=O)CN(C)C(=O)CCC(=O)N1CCOCC1	6%
Nc1nonc1-n1nnc(C(=O)N/N=C/c2cccc(F)c2)c1CN1CCCC1	3%

An excerpt from further up, for reference:
SMILES	MgcRacGAP inhibition
Cc1cc(C)c2c(=O)[nH][nH]c2n1	3%
COc1ccc(CCN2CC(C(=O)OC(C)C(=O)Nc3ccc(NC(C)=O)cc3)CC2=O)cc1OC (centres undefined)	8%
CNC[C@H]1Oc2ccc(NC(=O)C3CCCCC3)cc2CC(=O)N([C@H](C)CO)C[C@@H]1C	2%
COc1cccc(-c2ccc3ncnc(NCc4cc(C)cs4)c3c2)c1	7%
CCOc1ccc(OCCCC(=O)ON=C(N)c2ccccc2Cl)cc1	9%
O=C(COC(=O)c1ccco1)Nc1cccc(S(=O)(=O)N2CCCCC2)c1	0%
CCC1NC(=O)c2cc3ccccc3cc2-n2c1nc1ccc(F)cc1c2=O (centres undefined)	15%
O=C(COc1ccc([N+](=O)[O-])cc1)Nc1ccc2c(c1)CCC2	3%
O=C(CN1CCN(C(=O)c2ccccc2)CC1)NC(=O)NCCC1=CCCCC1	-16%
Cc1ccc(NS(=O)(=O)c2cccc(C(=O)NC3CCN(Cc4ccccc4)CC3)c2)cc1	2%
C[C@H]1CN([C@@H](C)CO)C(=O)Cc2cc(NS(C)(=O)=O)ccc2O[C@@H]1CN(C)Cc1ccc(Cl)c(Cl)c1	7%
COc1ccccc1NS(=O)(=O)c1cccc(C(=O)N/N=C(\C)c2ccncc2)c1	10%
COc1ccc2c(c1)CSC(c1ccccc1)C2=O (centres undefined)	6%
CC(=O)N1CCN(CC(O)COc2ccc(S(=O)(=O)N3CCOCC3)cc2)CC1 (centres undefined)	-2%
COc1ccc(C(=O)N2CCOC2CNC(=O)C(=O)NCc2ccc(C)cc2)cc1 (centres undefined)	6%
Clc1ccc2nc3ccccc3cc2c1	3%

Additional structures follow.
SMILES	MgcRacGAP inhibition
C[C@@H]1CN([C@@H](C)CO)C(=O)c2cccc(NC(=O)Nc3ccc(F)cc3)c2O[C@@H]1CN(C)Cc1ccc(Oc2ccccc2)cc1	10%
N#Cc1ccc(C#Cc2ccc3oc4ccccc4c(=O)c3c2)cc1	0%
O=C1C2C3CCC(O3)C2C(=O)N1c1cc(OCC(F)F)cc([N+](=O)[O-])c1 (centres undefined)	1%
CN(C(=O)c1ccc(NC(=O)Cc2ccc(NC(=O)C3CCCN(C(=O)C4CCCCC4)C3)cc2)cc1)C1CCCC1 (centres undefined)	9%
CC(=O)c1ccc(OC(=O)CCNC(=O)c2ccccc2)cc1	4%
O=C1OCC/C1=C\NCCCN/C=C1\CCOC1=O	-2%
CC(C)(C)Cc1c(-c2ccc(Cl)cc2)nc2ccc(Br)cn12	11%
COC(=O)C1CCN(C(=O)COc2ccc(S(=O)(=O)N3CCOCC3)cc2Cl)CC1	2%
CC(=O)Nc1ncc(Sc2ccc([N+](=O)[O-])cc2)s1	-1%
COCCNC(=O)c1cc(-c2ccccc2C)nn1CC1CC(c2cccnc2)=NO1 (centres undefined)	9%
O=[N+]([O-])c1cc(Br)ccc1C[n+]1ccccc1	-1%
C[C@H]1CN([C@@H](C)CO)S(=O)(=O)c2ccc(Br)cc2O[C@@H]1CN(C)C(=O)Cc1cccnc1	10%
CC(=O)Nc1ccc(C(=O)COC(=O)c2ccco2)c(F)c1	10%
C[C@H](CO)N1C[C@H](C)[C@H](CN(C)S(=O)(=O)c2ccc(Oc3ccccc3)nc2)OCc2cnnn2CCCC1=O	9%
O=C(NN1CCCCCC1)c1ccccc1F	0%
CC(C)(C)c1ccc(OCC(O)CNC(=O)c2ccccc2C(=O)O)cc1 (centres undefined)	2%
CSc1ncccc1C(=O)OCC(=O)NC12CC3CC(CC(C3)C1)C2	4%
CC1COCC(C)N1C1=C(Cl)C(=O)c2ccccc2C1=O (centres undefined)	0%
CN1C(=O)[C@H]2[C@@H](c3ccc(C(F)(F)F)cc3)N[C@]3(CCCN(Cc4ccc(Br)cc4)C3=O)[C@H]2C1=O	12%
CCOC(=O)Cc1csc(NC(=O)CSc2nnc(-c3ccc(NS(=O)(=O)CC)cc3)o2)n1	1%
COCCNC(=O)C1CC(=O)N(c2ccc(F)c(Cl)c2)C1 (centres undefined)	0%
COc1cccc(NC(=O)CN(C)C(=O)c2cccc(NS(=O)(=O)c3ccc(Br)cc3)c2)c1	4%
O=S(c1ccccc1)C(c1ccccc1)c1ccccc1 (centres undefined)	7%
O=C(Nc1ccc(C(=O)N2CCOCC2)cc1)C1CC1	-5%
CC[C@]12c3[nH]c4ccc(Cl)cc4c3CCN1C(=O)[C@@H](CC(=O)NCc1ccco1)C[C@@H]2C(=O)N1CCN(C(=O)c2ccco2)CC1	1%
CC12CCC(=O)N1C(C(=O)Nc1ccccc1N1CCCCC1)CS2 (centres undefined)	3%
CCCCN(C(=O)c1cccc(-n2cnnn2)c1)c1c(N)n(CCCC)c(=O)[nH]c1=O	28%
CCCCN1C(=O)C(CC(=O)NCC2CCCCC2)CC(C(=O)N2CCOCC2)=C1C (centres undefined)	6%
CN(C(=O)c1cccc(NC(=O)Cc2ccc(NC(=O)C3CCN(C(=O)C4CCCC4)CC3)cc2)c1)C1CCCCC1	2%
Cc1cnc(C(=O)OCC(=O)NCc2ccc(Cl)cc2)cn1	6%
Cc1ncnc(N)c1CCCNc1ccccc1	-1%
O=C(CSc1nnc2ccccn12)Nc1ccccc1Cl	2%
O=C1CC/C=C\C[C@@H](CC(=O)N(CCO)Cc2ccccc2)C(=O)N[C@H](Cc2c[nH]c3ccccc23)CO1	9%
C=C(C)C(=O)Nc1ccc2nn(-c3ccccc3O)nc2c1	5%
O=C(NCC(=O)N1CCN(C(=O)c2ccco2)CC1)c1cccc(Cl)c1	3%
CC[C@]12c3[nH]c4cc(-c5ccco5)ccc4c3CCN1C(=O)[C@@H](CC(=O)NC(C)(C)C)C[C@@H]2C(=O)N1CCN(C(=O)c2ccco2)CC1	9%
NS(=O)(=O)c1ccc(CNC(=O)c2ccc3c(c2)OCO3)cc1	5%
C[C@H](NC(=O)c1nc[nH]c1C(=O)NCc1ccccc1)c1ccccc1	9%
COc1ccc2c(c1)CCCC21NC(=O)N(CC(=O)N2CC(C)OC(C)C2)C1=O (centres undefined)	-3%
CCO[C@H]1c2c(ccc3ccc(=O)oc23)OC(C)(C)[C@@H]1O	9%
Cc1cc2c(cc1C)N(C(=O)CCl)CC(=O)N2	13%
CSC1(SC2=NCCN2)SC2(NCCN2)S1	7%
CCc1ccccc1Nc1nc(N)nc(COC(=O)CCC(=O)c2ccc(F)cc2)n1	5%
C[C@H](CO)N1C[C@H](C)[C@@H](CN(C)S(=O)(=O)c2ccc(-n3cccn3)cc2)OCc2cn(nn2)CCCC1=O	14%
O=C(c1cccc(Cl)c1)N1CCC2CC1c1cc(-c3ccccc3)ccc12 (centres undefined)	10%
O=C(NC1CCCC1)c1cccc(S(=O)(=O)Nc2ccccc2F)c1	0%
Cc1ccc(C(=O)N2CCCCC2C(=O)O)cc1S(=O)(=O)N1CCCCC1 (centres undefined)	-6%
COc1cc2c(cc1NC(=O)C(F)(F)F)-c1ccc(NC(=O)C(F)(F)F)cc1C2	4%
Cc1cc(Cl)ccc1NC(=O)CN(C)C1=NS(=O)(=O)c2ccccc21	2%
O=C(C1CC(=O)N(C2CCCC2)C1)N1CCN(c2ccc(F)cc2)CC1 (centres undefined)	-3%
(more compounds)
SMILES	MgcRacGAP inhibition
CC(C)(C)OC(=O)N(CCc1ccccc1)Cc1ccccc1OCc1cccc(NC(=O)C2CC2)c1	-1%
C(=NOCc1ccccc1)c1cccnc1	6%
CCCCN1C(=O)C(CC(=O)NCC2CCCCC2)CC(C(=O)N(CC)CC)=C1C (centres undefined)	3%
Cc1ccc(C(=O)NC(C(=O)OCc2cn3cc(Cl)ccc3n2)C(C)C)cc1 (centres undefined)	5%
